# S100A4 MyoIIA – S100A4-myosin IIA interaction inhibition; P26447; S100A4/TAMRA-MyoIIA peptide fluorescence polarization; inhibition, % at 10.7 µM; 0.14% of 360,000 active;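 active = mean inhibition of at least 70% across replicates, with every replicate also reaching that level; inconclusive = mean inhibition reaches 70% but some replicates fall short; inactive = mean inhibition below 70%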
# Target sequence (P26447 whole entry, looked up): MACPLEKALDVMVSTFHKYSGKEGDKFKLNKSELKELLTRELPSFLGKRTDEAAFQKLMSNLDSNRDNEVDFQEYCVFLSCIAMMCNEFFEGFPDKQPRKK
#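 Material: S100A4 monomer protein / Buffer or medium: 50 mM HEPES pH 7.2, 10 mM CaCl2, 100 mM KCl / Times: 5 min incubation before reading / Benchmarks: neutral control DMSO, positive control TFP / Reagent: labelled myosin peptide probe, 5 nM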
# LGR2 inh – inhibitors of bursicon-induced Drosophila LGR2 receptor cAMP signaling | HEK293 LGR2, CRE-luciferase, bursicon-stimulated, 4 h | inhibition, % at 9.99 µM | 0.35% of 380,000 active | AID 720647;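 active = drop in luminescence signal, shown as inhibition above about 50% in the replicate tests, limit read from the data, passing the limit was not always enough; inconclusive = probably only some replicates passing the limit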;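 also: agonist challenge used bursicon conditioned medium at about half maximal strength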
# FN deposition inh – fibronectin deposition inhibition; 0.086% of 350,000 active; inhibition, % at 12.6 µM; AID 743247; AH1F fibroblasts, Alexa488-fibronectin deposition fluorescence, overnight;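 active = mean inhibition across replicates of 30% or more, regardless of how many single replicates reach that level; inconclusive = mean under 30% yet at least half of replicates reach 30%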;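 also: positive control wells lacked labelled fibronectin entirely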
#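 test system = AH1F fibroblasts assembling fluorescent fibronectin matrix | quantity = 10000 AH1F cells per well | buffer or medium = DMEM plus 2% serum, read in PBS | doses = single dose, pinned | incubation = 1 h cell attachment, overnight exposure to compound and label | detection = fluorescence at 485 nm excitation, 525 nm emission | read-out basis = inhibition from reduced deposited-fibronectin fluorescence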
# EWS-Fli block – inhibitors of EWS/Fli oncoprotein transcriptional activity; A673 NR0B1-luciferase reporter, viability-normalised; inhibition, % at 12.6 µM; 0.67% of 350,000 active; AID 651661;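 active = mean inhibition of at least 50% after viability correction, with every replicate also passing that limit; inconclusive = mean reaches 50% but only one of two replicates passes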;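 also: firefly luciferase signal divided by Alamar Blue viability fluorescence both relative to DMSO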
# ERAP1 inh – blocks human ERAP1 aminopeptidase activity; Q9NZ08; 0.15% of 340,000 active; inhibition, % at 10.7 µM; AID 652197; recombinant ERAP1, Leu-AMC fluorescence, 60 min;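 active = mean replicate inhibition of at least 30%, or all replicates individually reaching that 30% level; inactive = mean below 30% and not every replicate reaching it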;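 also: 0% = neutral control wells and 100% = L-leucinethiol positive control wells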
# Target sequence (Q9NZ08 whole entry, looked up): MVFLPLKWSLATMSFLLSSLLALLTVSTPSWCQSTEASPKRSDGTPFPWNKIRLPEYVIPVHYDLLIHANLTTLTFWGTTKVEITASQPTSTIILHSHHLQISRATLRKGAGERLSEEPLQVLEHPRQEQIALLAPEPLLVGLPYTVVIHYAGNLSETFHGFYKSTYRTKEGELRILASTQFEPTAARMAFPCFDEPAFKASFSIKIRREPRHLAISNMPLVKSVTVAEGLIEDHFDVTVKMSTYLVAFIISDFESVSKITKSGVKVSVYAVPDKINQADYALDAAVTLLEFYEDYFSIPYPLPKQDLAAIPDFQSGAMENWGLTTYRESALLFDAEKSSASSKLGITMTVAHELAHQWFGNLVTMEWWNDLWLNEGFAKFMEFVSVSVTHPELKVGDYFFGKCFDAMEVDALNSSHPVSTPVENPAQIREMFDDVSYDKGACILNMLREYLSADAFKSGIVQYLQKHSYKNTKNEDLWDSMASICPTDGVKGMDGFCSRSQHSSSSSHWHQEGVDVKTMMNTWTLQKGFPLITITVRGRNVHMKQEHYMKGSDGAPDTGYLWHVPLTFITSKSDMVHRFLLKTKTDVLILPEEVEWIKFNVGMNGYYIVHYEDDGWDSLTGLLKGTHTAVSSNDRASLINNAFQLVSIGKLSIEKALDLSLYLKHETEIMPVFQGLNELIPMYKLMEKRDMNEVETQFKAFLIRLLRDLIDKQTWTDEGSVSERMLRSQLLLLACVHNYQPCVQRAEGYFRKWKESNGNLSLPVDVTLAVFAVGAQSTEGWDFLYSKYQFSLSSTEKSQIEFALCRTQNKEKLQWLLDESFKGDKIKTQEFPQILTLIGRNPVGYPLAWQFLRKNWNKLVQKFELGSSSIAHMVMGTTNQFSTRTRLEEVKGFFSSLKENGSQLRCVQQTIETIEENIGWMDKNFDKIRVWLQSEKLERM
# PGC1a acetyl inh – modulators of PGC1a acetylation; inhibition, % at 15.6 µM; 0.17% of 350,000 active; U2OS PGC1a acetylation, AlphaScreen anti-acetyl-lysine; with virally co-expressed GCN5 acetyltransferase;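 active = every replicate shows inhibition of at least 40%; inconclusive = mean inhibition at least 40% but some replicate below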;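 also: 0% = neutral control wells and 100% = positive control wells; some results beyond the cut were filed as inactive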
# PAX8 reporter – PAX8 transcriptional activity inhibition; RMG-I TPO-luciferase reporter, SteadyGlo, 24 h; inhibition, % at 12.6 µM; 1.2% of 360,000 active; AID 652154;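 active = mean replicate inhibition at least 60% with every replicate also reaching 60%; inconclusive = only one of the two criteria is met; inactive = mean below 60% and not all replicates reaching 60%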;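 also: luciferase light reporting Pax8 driven TPO promoter activity; plate controls were median of neutral control wells for no effect and mitoxantrone controls for full effect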
# PglD DTNB – inhibitors of Campylobacter jejuni PglD acetyltransferase | inhibition, % at 12.5 µM | 0.098% of 360,000 active | purified PglD enzyme, DTNB colorimetric CoA detection; in the data active = inhibition above about 16%, passing the limit was not always enough; inconclusive = no clear call, values can overlap the other calls; also: strong numbers were not always called active
# Numbers without * were called inactive; ? = inconclusive; . = not tested or not shown; & = joins results of further samples.
SMILES,S100A4 MyoIIA,LGR2 inh,FN deposition inh,EWS-Fli block,ERAP1 inh,PGC1a acetyl inh,PAX8 reporter,PglD DTNB
O=C(NCC1CCCN(Cc2ccc3c(c2)OCCO3)C1)c1ccc2c(c1)OCO2 (stereo not given),-3,-9,0,12,1,.,17,1
CC(C)c1ccc(NC(=O)c2cc(S(=O)(=O)N3CCCC3)c[nH]2)cc1,1,1,-4,13,0,3,-1,-258
O=C(O)c1ccccn1,11,4,-9,-12,-3,14,-6,0
COC(=O)CNC(=O)CSc1nc2sccc2c(=O)n1-c1ccccc1,0,1,-20,-11,0,-4,1,-1
Cc1cc(=O)oc2cc(NC(=O)Cc3ccccc3[N+](=O)[O-])ccc12,-3,-12,-3,10,2,.,2,-6
CO[C@H]1CN(C)C(=O)c2ccc(NS(C)(=O)=O)cc2OC[C@@H](C)N(Cc2ccccn2)C[C@H]1C,.,-14,-12,6,.,-4,-14,0
O=C(NN1CC(C(=O)OCc2ccc(Br)cc2)CC1=O)c1ccccc1 (stereo not given),-1,10,-1,.,-4,.,6,-1
CCOc1ccc2c(=O)c(Oc3ccccc3OCC)coc2c1,.,.,5,.,.,-1,-100,1
COc1ccc(-n2c(C)cc(/C=C3\C(=N)N4N=C(CC(=O)N5CCOCC5)SC4=NC3=O)c2C)c(OC)c1,9,8,13,10,3,-14,16,-4
CCOC(=O)N1CCC(NC(=O)c2cc3c(C)nc4ccccc4c3o2)CC1,0,1,0,1,3,0,26,-4
CCOc1ccc(CN2CCN(Cc3cc4ccccc4[nH]3)CC2CCO)cc1 (stereo not given),-5,.,1,5,-4,.,30,-1
N#Cc1ccc(-c2nc3cc(Cl)ccc3c(=O)n2O)cc1,0,13,0,23,16,.,16,2
O=C(CN1CCOCC1)NCC[C@@H]1CC[C@@H](NC(=O)Nc2ccc(F)cc2)[C@@H](CO)O1,2,-10,.,3,-3,1,4,-2
S=c1[nH]nc(Cc2ccccc2)n1-c1ccccc1,.,.,0,.,.,-7,-22,-2
CC(OC(=O)c1ccco1)C(=O)NC1CCCC1 (stereo not given),-5,-10,1,-2,-6,.,11,-4
O=C(Nc1ccccc1N1CCOCC1)c1cc2c(s1)CCCCC2,-1,-14,4,-24,-3,.,-65,.
O=C(N/N=C/c1cccs1)c1ccc2ncccc2c1,-16,0,11,-30,6,9,-26,.
Cn1ncc([N+](=O)[O-])c1C(=O)Nc1ccccc1C#N,9,6,-4,1,4,1,9,-2
CCCCc1nc(SCC(=O)Nc2nnc(CCCC)s2)n[nH]1,-1,6,0,-13,0,-3,6,.
C[C@H](CO)N1C[C@H](C)[C@H](CN(C)S(=O)(=O)c2ccc(C#N)cc2)Oc2ncc(-c3cccc(C(F)(F)F)c3)cc2C1=O,9,-6,.,-24,4,1,.,1
O=C(CCSCc1ccc(Cl)cc1)NCc1cccs1,-2,-11,-3,-10,3,0,9,.
O=C(NC1CCCCC1)C(c1ccccn1)N(C(=O)c1csnn1)C1CC1 (stereo not given),-5,12,6,-4,-3,-2,3,.
CCOC(=O)C1(C)CCN1C(=O)c1ccccc1Br (stereo not given),58,7,1,-4,2,0,-2,-2
N/C(=N\OC(=O)C12CC3CC(CC(C3)C1)C2)c1ccncc1,-1,-5,-19,-13,-2,0,-13,5
Cc1ccccc1Oc1cccc(C(=O)/C(C#N)=C/N(C)C)c1,.,.,-1,.,.,-3,-5,3
O=C(NC(=S)Nc1nc(-c2ccccc2)cs1)c1cccs1,-1,1,6,13,0,16,14,3
CC(=O)c1ccc(Cc2ccc(C(C)=O)s2)s1,-17,-12,8,-18,-5,-2,-83,-1
COc1ccc(C2=NS(=O)(=O)N(C)C(C(=O)N3CCCCC3)=C2)cc1,1,-15,-3,1,4,-14,3,2
C[C@H]1CN([C@@H](C)CO)C(=O)Cc2cc(NS(C)(=O)=O)ccc2O[C@H]1CN(C)S(=O)(=O)c1ccccc1,10,-1,-8,4,4,-5,7,0
COc1ccc(OC)c(CN2C(=O)CCC2(C)c2nnnn2Cc2ccccc2)c1 (stereo not given),-3,39,7,2,12,.,-2,.

# For convenience, four of the compounds above.
SMILES,S100A4 MyoIIA,LGR2 inh,FN deposition inh,EWS-Fli block,ERAP1 inh,PGC1a acetyl inh,PAX8 reporter,PglD DTNB
O=C(NC1CCCCC1)C(c1ccccn1)N(C(=O)c1csnn1)C1CC1 (stereo not given),-5,12,6,-4,-3,-2,3,.
CCOC(=O)C1(C)CCN1C(=O)c1ccccc1Br (stereo not given),58,7,1,-4,2,0,-2,-2
N/C(=N\OC(=O)C12CC3CC(CC(C3)C1)C2)c1ccncc1,-1,-5,-19,-13,-2,0,-13,5
Cc1ccccc1Oc1cccc(C(=O)/C(C#N)=C/N(C)C)c1,.,.,-1,.,.,-3,-5,3

# (next part)
SMILES,S100A4 MyoIIA,LGR2 inh,FN deposition inh,EWS-Fli block,ERAP1 inh,PGC1a acetyl inh,PAX8 reporter,PglD DTNB
CC(C)[C@H](NC(=O)[C@@H]1CSC2c3ccccc3C(=O)N21)C(=O)NCc1ccncc1 (stereo not given in full),0,-14,4,.,-4,-3,-5,1
COc1cccc(-c2cccc(-c3nc(C(=O)NCc4ccc(Oc5ccccc5)cc4)cc4c3[C@H](CCO)N(S(=O)C(C)(C)C)C4)c2)c1 (stereo not given in full),-5,13,.,.,-2,-19,.,0
C[C@H]1CN([C@@H](C)CO)C(=O)c2cc(-c3cccnc3)cnc2O[C@@H]1CN(C)C(=O)c1ccccc1F,0,20,.,-8,0,3,.,-2
COc1ccc(S(=O)(=O)Nc2ccc3c(c2)C(=O)N([C@@H](C)CO)C[C@H](C)[C@H](CN(C)Cc2ccc(Cl)c(Cl)c2)O3)cc1,3,2,.,9,2,8,.,-1
C/C=C/c1ccc(C2[C@H]3CNC[C@@H]2N3Cc2nccs2)cc1 (stereo not given in full),-4&-5,1&-12,-9&-4,8,0&-4,.,.,.
O=C(Nc1cccc(F)c1)N1C2CCC1CC(O)(c1cccnc1)C2 (stereo not given),2,.,5,-6,4,.,-1,.
C[C@@H]1CN([C@@H](C)CO)C(=O)c2c(c3ccccc3n2C)-c2ccccc2CO[C@@H]1CN(C)Cc1ccccc1C(F)(F)F,-22,31,-18,30,-7,-17,52,.
C=CCN1N=C(c2ccc(NC(=O)c3ccccc3)cc2)CSC1=O,0,16,-9,-5,0,-22,-7,.
CCCNC(=O)[C@@H]1[C@@H](CO)[C@@H]2Cn3c(cccc3=O)[C@H]1N2Cc1cc(F)ccc1F,8,-1,.,-2,-1,.,-11,6
CS(=O)(=O)c1ccc(-c2sc3ccccc3c2C#CCCO)cc1,3,-5,-17,-9,-2,-3,?,4
CC(C)(C)c1ccc2c(c1)OC(C(=O)N/N=C\c1ccc(-c3cccc(C(=O)O)c3)o1)CO2 (stereo not given),1,1,-1,-13,-3,-7,-9,.
CCOc1cc(N2CCOCC2)c(OCC)cc1NC(=O)c1ccccc1N1CCCC1=O,1,17,1,-5,-9,4,-4,-3
C/C=C/c1ccc([C@@H]2[C@H](CO)N(C(C)=O)C23CN(C(=O)c2ccccc2)C3)cc1,-12,3,.,3,-1,7,.,.
CO[C@H]1CN(C)C(=O)c2ccc(NC(=O)C3CCCC3)cc2OC[C@H](C)N(C(=O)CC2CC2)C[C@@H]1C,-2,-1,0,-2,6,6,.,.
Cc1ccc(NC(=O)CCNS(=O)(=O)c2ccc3c(c2)oc(=O)n3C)c(C)c1,-3,3,.,1,1,-1,.,.
COc1ccccc1-c1cnc2c(c1)C(=O)N([C@@H](C)CO)C[C@H](C)[C@H](CN(C)CC1CCOCC1)O2,-5,-1,.,1,2,-6,5,6
CCOc1ccc(CCNC(=O)C2CCC(=O)N2CCc2ccccc2)cc1OCC (stereo not given),.,-9,-5,.,.,-2,.,0
CC[n+]1c(-c2ccccc2)csc1Nc1c(C)n(C)n(-c2ccccc2)c1=O,-21,7,.,0,14,-6,-1,.
Cc1cc(Cl)c2cc3ccccc3cc2n1,2,-4,-10,5,.,-1,17,-3
Nc1ccc(C(=O)OCC(=O)c2cccc([N+](=O)[O-])c2)cc1,3,-10,4,-9,1,7,-4,.
CC(C)(C)OC(=O)NCc1ccc(NC(=O)c2nc[nH]c2C(=O)NCCN(CCNC(=O)c2[nH]cnc2C(=O)Nc2ccc(CNC(=O)OC(C)(C)C)cc2)CCNC(=O)c2[nH]cnc2C(=O)Nc2ccc(CNC(=O)OC(C)(C)C)cc2)cc1,-3,6,5,6,-2,.,-6,2
COCCCNC(=O)c1ccc2sc([C@@H]3O[C@H](CO)[C@H](O)[C@H](O)[C@H]3O)nc2c1,0,-8,3,2,-2,11,-4,-2
C[C@H](CO)N1C[C@H](C)[C@@H](CN(C)C(=O)[C@H]2CCCN2C)OCc2ccccc2-c2ccccc2C1=O,.,-2,-25,-11,.,0,8,.
O=C(CCl)NCCN1C(=O)S/C(=C\c2cccnc2)C1=O,-6,-6,-3,14,.,-19,17,.
CCCn1c(SCC(=O)NC(=O)NCc2ccccc2)n[nH]c1=O,16,-7,-44,1,6,2,-2,1
C[C@@H]1CN([C@H](C)CO)S(=O)(=O)c2ccc(C#Cc3ccncc3)cc2O[C@@H]1CN(C)CC1CC1,8,3,.,7,-2,-12,.,-1
CN(CC(=O)Nc1c(Cl)cccc1Cl)C(=O)CCc1nc2sc3c(c2c(=O)[nH]1)CCCC3,-5,12,-3,4,1,-1,8,.
O=C(N[C@H]1CC[C@H](CCn2cc(-c3ccccn3)nn2)O[C@H]1CO)c1ccccc1,1,1,.,4,0,0,.,4
Cc1ccc2nc(-c3ccc(SCC(=O)O)nc3)[nH]c2c1,.,.,16,.,.,-2,29,-1
COCC#Cc1cnc2c(c1)C(=O)N([C@@H](C)CO)C[C@@H](C)[C@H](CN(C)C(=O)C1CC1)O2,2,2,-7,-6,-1,-6,.,3
O=C(Nc1ccc(Br)c(C(F)(F)F)c1)c1ccccc1,3,-26,.,-3,-6,.,-39,.
Cc1nnc(NC(=O)CSc2nnc(C)n2-c2ccc(F)cc2)s1,3,5,10,-14,.,.,24,6
COc1ccc(-c2nnc(NC(=O)C3CCCO3)s2)cc1 (stereo not given),.,.,6,.,.,9,-111,-2
CC(=O)C1=C(O)C(=O)N(Cc2ccco2)C1c1ccccc1 (stereo not given),-2,-3,.,-1,1,13,.,-6
N#Cc1cccc(-c2ccc([C@@H]3[C@H]4CN(C(=O)Nc5cccc(F)c5)CCCCN4[C@H]3CO)cc2)c1,-10,6,.,2,3,-14,8,-6
Cc1cc(CNC(=O)COc2cc(F)ccc2[N+](=O)[O-])c2ccccc2n1,-3,-10,7,7,-1,-4,18,-1
Cn1c(N)c(C(=O)COC(=O)COc2ccccc2C#N)c(=O)n(C)c1=O,8,4,8,6,.,.,18,.
CCOC(=O)C(NC(=O)c1ccccc1)(Nc1nnc(C)s1)C(F)(F)F (stereo not given),.,.,-8,.,.,-4,36,-3
CCSc1nnc(NC(=O)CC(C)C)s1,23,-6,6,-17,7,.,-22,.
CCCN1C[C@@H](C)[C@@H](OC)CN(C)C(=O)c2ccc(NC(=O)CC)cc2OC[C@H]1C,.,-9,6,12,.,-2,.,.
CCNC(=O)C[C@H]1C=C[C@@H](NC(=O)C2CCC2)[C@@H](CO)O1,-4,-8,-1,7,-1,-11,.,3
CN1CCN(C(=O)c2ccc(COc3cc(Cl)ccc3Cl)o2)CC1,-4,-17,5,-3,-4,2,11,2

# Assay outcomes (PubChem BioAssay)
